Source: PubChem
Rab9 prom act = qHTS Assay for Rab9 Promoter Activators; Potency, µM (highest dose often 9.22 µM), inactives show top-dose activation, negative = inhibition, actives largely listed as activators; Huh7 Rab9 promoter-luciferase reporter, luminescence, 24 h; actives 2.8% (n = 320,000); AID 485297, 2010; further: potency means the concentration at half of the fitted maximal effect; % of control where 0% means no effect; nearly all actives have a fitted effect of over 60% in size
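Promoter activation is measured as luciferase luminescence in Huh7 cells stably transfected with a Rab9 promoter–luciferase construct, following 24 h compound exposure at 37 °C and 10 min reagent incubation at ambient temperature.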
TRPV1 agonist = HTS Assay for Compounds that Act as Agonists of the Vanilloid Receptor 1. Transient receptor potential cation channel subfamily V member 1 (Homo sapiens), Q8NER1. activation, % at 8.33 µM. actives 0.19% (n = 320,000). TRPV1-expressing cells, Fluo-8 calcium influx, agonist mode; in the data active means activation above about 80%; inconclusive means between about 30% and that limit; further: 0% is about no effect
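TRPV1-expressing cells were cultured overnight at 35.5C and loaded with Fluo-8 calcium dye for 40 to 90 min at room temperature. After a 10 s baseline, compound was added and calcium influx was read kinetically for 3 min (ex 480/em 520 nm).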
FLuc modulator = qHTS profiling assay for firefly luciferase inhibitor/activator using purifed enzyme and Km concentrations of substrates (counterscreen for miR-21 project) | Luciferin 4-monooxygenase (Photinus pyralis), P08659 | Potency, µM (doses to about 57.5 µM), for the others: top-dose activity change, negative = inhibition, actives largely listed as inhibitors | purified FLuc, Km substrates, luminescence inhibition | actives 6.9% (n = 360,000);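 further: potency means the concentration at half of the fitted maximal effect; plate controls were vehicle for no effect and reference inhibitor for full effect; nearly all actives have a fitted effect of over 55% in size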
Target sequence (P08659 whole entry, looked up): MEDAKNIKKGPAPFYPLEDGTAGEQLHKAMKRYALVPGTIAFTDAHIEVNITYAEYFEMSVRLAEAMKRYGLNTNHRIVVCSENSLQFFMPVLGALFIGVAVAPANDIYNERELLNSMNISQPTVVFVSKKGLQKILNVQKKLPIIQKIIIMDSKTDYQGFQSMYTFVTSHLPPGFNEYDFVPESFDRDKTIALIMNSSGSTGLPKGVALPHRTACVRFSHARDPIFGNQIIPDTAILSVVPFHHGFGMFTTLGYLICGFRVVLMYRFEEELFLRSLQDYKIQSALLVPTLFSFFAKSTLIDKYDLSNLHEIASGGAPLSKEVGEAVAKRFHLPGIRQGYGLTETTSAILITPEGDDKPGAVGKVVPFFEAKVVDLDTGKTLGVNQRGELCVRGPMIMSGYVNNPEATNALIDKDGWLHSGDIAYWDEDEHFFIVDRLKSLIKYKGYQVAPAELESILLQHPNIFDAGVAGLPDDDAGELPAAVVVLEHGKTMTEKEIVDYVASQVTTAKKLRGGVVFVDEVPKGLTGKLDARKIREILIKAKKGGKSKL
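Biochemical qHTS of compounds, final roughly 60 µM downward over six points, against 10 nM purified firefly luciferase using Km concentrations of substrates (10 uM D-luciferin, 10 uM ATP) in Tris acetate pH 7.5 buffer; luminescence output.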
ELG1 genotox = qHTS screen for small molecules that induce genotoxicity in human embryonic kidney (HEK293T) cells expressing luciferase-tagged ELG1. actives 1.3% (n = 330,000). AID 504466, 2011. HEK293T ELG1-luciferase reporter, luminescence, 16 h. Potency, µM (doses to about 46 µM), for the others: top-dose activity change, positive = activation, most hits filed as activators; further: potency means the concentration at half of the fitted maximal effect; % of control where 0% means no effect; nearly all actives have a fitted effect of over 60% in size
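HEK293T cells expressing luciferase-tagged ELG1 were treated with compound or DMSO for 16 hr at 37°C. Luciferase activity was then read after 30 min with ONE-Glo at room temperature; rising signal flags genetic stress.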
NPC1 prom act = qHTS Assay for NPC1 Promoter Activators; Huh7 NPC1 promoter luciferase reporter, 24 h; Potency, µM (highest dose often 9.22 µM), without a hit: at the top dose activation, actives largely listed as activators; actives 2.4% (n = 320,000);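 further: potency means the concentration at half of the fitted maximal effect; % of control where 0% means no effect; nearly all actives have a fitted effect of over 60% in size; reporter is driven by a mutant NPC1 promoter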
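Quantitative HTS used a cell-based reporter: Huh7 cells stably bearing the NPC1 promoter upstream of luciferase were treated with compounds for 24 h, and promoter activation was read as luminescence.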
Tb PFK inh = qHTS Assay to Find Inhibitors of T. brucei phosphofructokinase | T. brucei PFK, ADP-Glo luminescence | Potency, µM (top dose mostly 57.5 µM), inactives show at the highest dose activity, negative = inhibition, most hits filed as inhibitors | actives 0.17% (n = 330,000) | AID 485367, 2010;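 further: potency means the concentration at half of the fitted maximal effect; 0% = uninhibited 1x PFK enzyme wells and -100% = no-enzyme wells; nearly all actives have a fitted effect of over 60% in size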
Target sequence (O15648 whole entry, looked up): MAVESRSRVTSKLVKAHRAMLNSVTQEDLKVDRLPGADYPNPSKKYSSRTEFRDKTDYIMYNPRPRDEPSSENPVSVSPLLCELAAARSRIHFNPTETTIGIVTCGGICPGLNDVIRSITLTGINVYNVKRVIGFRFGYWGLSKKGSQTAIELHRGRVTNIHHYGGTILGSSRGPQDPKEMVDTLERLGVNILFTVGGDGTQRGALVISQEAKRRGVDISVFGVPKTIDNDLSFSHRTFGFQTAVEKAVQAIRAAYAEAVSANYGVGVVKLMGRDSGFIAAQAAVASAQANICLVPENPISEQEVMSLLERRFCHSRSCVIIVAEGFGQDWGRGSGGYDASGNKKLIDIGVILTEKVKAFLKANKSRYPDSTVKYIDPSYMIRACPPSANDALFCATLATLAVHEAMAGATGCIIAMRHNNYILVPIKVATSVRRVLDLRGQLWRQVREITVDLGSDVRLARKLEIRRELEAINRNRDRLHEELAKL
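Activity is normalized to no-enzyme wells (full inhibition) and 1.25 nM enzyme wells (no inhibition). Reaction: 0.5 mM F6P, 0.1 mM ATP, 45 min RT, ADP-Glo luminescence; concentration-response curves fitted and classed by quality.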
Gal4-VP16 FLuc = VP16 counterscreen qHTS for inhibitors of ROR gamma transcriptional activity. actives 3.5% (n = 310,000). Drosophila S2 Gal4-VP16 UAS-luciferase, luminescence, 20 h. Potency, µM (highest dose often 53.6 µM), for the others: top-dose activity, negative = inhibition, actives largely listed as inhibitors;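 further: Gal4-VP16 expression switched on by copper sulfate through the metallothionein promoter; potency means the concentration at half of the fitted maximal effect; on the % scale 0 is the no-effect control and ±100 the full control effect; nearly all actives have a fitted effect of over 50% in size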
p53 reactivation = qHTS assay for re-activators of p53 using a Luc reporter. H1299 p53-A138V BP100-luciferase reporter, luminescence, 24 h. Potency, µM (series often up to 92.2 µM), for inactives: at the highest dose activity change, positive = activation, most hits filed as activators. actives 0.063% (n = 320,000); further: potency means the concentration at half of the fitted maximal effect; % of control where 0% means no effect; nearly all actives have a fitted effect of over 45% in size
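H1299 (p53-null), stable ts p53-A138V + BP100-Luc; 1000 cells/well, Opti-MEM/10% FBS; cpd 4 pt, 1:5; 24 h, 37 deg C, 5% CO2; detection reagent 10 min RT; luminescence.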
BRCA1 expr act = qHTS Assay to Identify Small Molecule Activators of BRCA1 Expression; MCF7-BRCA1-FFLuc reporter, luminescence, 48 h; response scale: scaled: vehicle 0%, 10 µM genistein 100%; Potency, µM (top dose mostly 46.1 µM), without a hit: top-dose activation, hits mostly activators; actives 1.1% (n = 380,000); further: potency means the concentration at half of the fitted maximal effect; nearly all actives have a fitted effect of over 80% in size; some results filed as inactive show a strong effect at the top dose
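Using MCF7 cells harboring a BRCA1 firefly luciferase reporter, plated 2 h before compound pinning, the screen measured luminescence after 48 h incubation. Responses were normalized to DMSO and 10 microM genistein, then fitted for concentration-effect.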
ELG1 DNA repair = qHTS screen for small molecules that inhibit ELG1-dependent DNA repair in human embryonic kidney (HEK293T) cells expressing luciferase-tagged ELG1; HEK293T ELG1-luciferase reporter, luminescence, 16 h; DNA damage induced by 5-fluorouridine; Potency, µM (doses to about 46.1 µM), inactives show at the highest dose activity change, negative = inhibition, actives largely listed as inhibitors; actives 2.3% (n = 330,000); AID 504467, 2011; further: potency means the concentration at half of the fitted maximal effect; on the % scale 0 is the no-effect control and ±100 the full control effect; nearly all actives have a fitted effect of over 55% in size
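HEK293T cells expressing luciferase-tagged ELG1 (2,000/well) received 5-Fluorouridine plus compound or DMSO for 16 hr at 37 °C. Luciferase was read by ONE-Glo luminescence after 30 min at room temperature.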
RORg inh = qHTS for inhibitors of ROR gamma transcriptional activity | Potency, µM (highest dose often 53.6 µM), inactives show at the highest dose activity change, negative = inhibition, actives largely listed as inhibitors | actives 5.4% (n = 310,000) | AID 2551, 2010 | Nuclear receptor ROR-gamma (Mus musculus), P51450 | Drosophila S2 Gal4-RORgamma UAS-luciferase reporter, 20 h; further: potency means the concentration at half of the fitted maximal effect; on the % scale 0 is the no-effect control and ±100 the full control effect; nearly all actives have a fitted effect of over 60% in size
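Luciferase reporter read in Schneider cells carrying Gal4-RORγ (mouse) and UAS-Photinus luciferase; cells given compound 1 h before 700 uM copper sulfate induction, then incubated 20 h at ambient temperature.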
The depositor's hits bear a star; u = inconclusive; x = not tested or not shown; & = joins results of further samples; [ ] = another dose, or the depositor's remark. Unless noted, the call rests on the fitted dose curve; in most records, active means well fitted curve in the direction sought with a large enough effect; inconclusive means small, poorly fitted or top-dose-only effect, or another doubt; inactive means no such curve, though single readings can be large; an effect the other way counts as inactive or inconclusive.

nr	smiles	Rab9 prom act	TRPV1 agonist	FLuc modulator	ELG1 genotox	NPC1 prom act	Tb PFK inh	Gal4-VP16 FLuc	p53 reactivation	BRCA1 expr act	ELG1 DNA repair	RORg inh
1	COC(=O)N1C(=O)[C@](c2ccc(Cl)cc2)(C(C)C)N1C(=O)OC	-4%	0	-9%	13%	-7%	-12%	-16%	8%	-25%	u	-27%
2	COc1ccc(CCN(C(=O)c2cccc(F)c2)C2CC(=O)N(c3ccc(OC)cc3)C2=O)cc1 (centres undefined)	-9%	7	-1%	7%	-1%	2%	20%	3%	-19%	-13%	6%
3	O=C(Nc1ccccc1F)c1ccc(S(=O)(=O)NCC2CCCO2)cc1 (centres undefined)	-1%	0	-1%	-1%	0%	-2%	2%	-6%	3%	u	44%
4	Fc1cccc(Cl)c1-c1nnc2ccc(C(F)(F)F)cn12	2%	-1	0%	1%	0%	1%	-3%	0%	0%	-1%	23%
5	COc1cccc(S(=O)(=O)NCC(=O)N2CCCC2)c1	4%	1	-3%	-4%	0%	0%	0%	0%	18%	3%	12%[1.91 µM]
6	COc1ccc(N2CC(C(=O)Nc3ccc(S(=O)(=O)N4CCCC4)cc3)CC2=O)cc1 (centres undefined)	-5%	3	-1%	0%	-7%	3%	3%	-1%	-34%	3%	-11%
7	Cc1ccc(N(C(=O)Cc2cccs2)C(C(=O)NCC2CCCO2)c2ccncc2)cc1 (centres undefined)	u	2	17µM*	u	u	2%	9%	5%	-10%	u	-2%
8	COc1ccc(NC(=O)Cc2nnc(SCC(=O)Nc3nccs3)n2C)cc1	4%	0	15µM*	2%	7%	-1%	12%	10%	16%	-1%	-5%
9	O=C(CSc1ccc(-c2cccnc2)nn1)Nc1ccccc1C(F)(F)F	-2%	-6	-3%	5%	-1%	-7%	-3%	-5%	-22%	-4%	-29%
10	COc1ccc(OC)c(CN(CCCN2CCOCC2)S(=O)(=O)c2ccc(NC(C)=O)cc2)c1	3%	4	1%	1%	-2%	-1%	-1%	-11%	-1%	-5%	-3%
11	Cc1occc1C(=O)Nc1ccc2c(c1)CCC2	4µM*	u	9.5µM*	18µM*	3.5µM*	-4%	-11%	u	u	u	-8%
12	CCOC(=O)C1=C(C)NC(=O)NC1c1cccs1 (centres undefined)	-5%	-1	-1%	1%	5%	4%	6%	1%	0%	18%	-1%
13	CCC(c1nnc(SCc2nc3ccccc3s2)n1Cc1ccccc1)N(C)C (centres undefined)	13%	x	17µM*	u	0%	2%	11%	17%	-44%	u	21%
14	O=C(NC(=S)Nc1ccc(CN2CCOCC2)cc1)c1ccc([N+](=O)[O-])cc1Cl	-4%	-9	-4%	-7%	-1%	-3%	u	4%	7%	u	7.9µM*
15	CCC(C)NC(=O)Cn1cnc([N+](=O)[O-])c1 (centres undefined)	1%	3	2%	-1%	0%	3%	-5%	0%	2%	1%	-6%
16	COc1ccccc1CN1CCNC(=O)C1CC(=O)N(C)Cc1cnccn1 (centres undefined)	-9%	-2	0%	1%	-3%	-2%	3%	1%	4%	3%	6%
17	COc1cccc(CNC(=O)CN(c2ccc(C(C)C)cc2)S(=O)(=O)c2c(C)noc2C)c1	2%	5	-1%&-12%	-3%	-1%	0%	1%	9%	-10%&-29%	12%	1%
18	Cc1ccnc(NS(=O)(=O)c2ccc(NC(=O)c3snnc3C)cc2)n1	-4%	2	1%	0%	-6%	4%	-7%	10%	14%	16%	-18%
19	CN(c1ccc(OCC(=O)Nc2cc(Cl)ccc2C(=O)O)cc1)S(=O)(=O)c1ccc(F)cc1	x	x	x	-2%	x	-2%	x	-5%	-26%	-2%	x
20	O=C(c1ccc(S(=O)(=O)Nc2ccccc2F)cc1)N1CCCC1	-1%	-1	-1%	0%	-2%	-3%	x	-9%	-4%	23%	x
21	CC(=O)Nc1c2c(nn1-c1ccccc1C)CSC2	0%	0	-1%	3%	1%	2%	-9%	1%	-6%	6%	-8%
22	O=S(=O)(c1ccccc1S(=O)(=O)N1CCCCC1)N1CCCCC1	-5%	2	-2%	-2%	0%	1%	-10%	-18%	21%	-13%	2%
23	CCc1cc2c(nc1CC)CCN(CC/C(C)=N/O[C@@H](C)c1cc(-c3c(C)cc(C)cc3C)no1)C2	2%	-1	5%	1%	-3%	-1%	u	-4%	x	u	-22%[10 µM]
24	CCOC(=O)N1CCC(Nc2c(NCCCOC)c(=O)c2=O)CC1	-1%	-2	-1%	0%	-3%	1%	16%	6%	0%	4%	u
25	CC(CC(=O)Nc1cccc(Cl)c1)c1ccccc1 (centres undefined)	-3%	u	-18%	-1%	0%	-1%	0%	5%	-12%	-9%	45%
26	CCCn1c(C(C)Nc2nc(C)cs2)nc2cc(Cl)c(Cl)cc21 (centres undefined)	-5%	25	0%	2%	-2%	-9%	-4%	x	-21%	3%	u
27	CCc1ccc(CN2CCC(n3nccc3NC(=O)C3CCCC3)CC2)cc1	-2%	12	0%	-4%	-3%	5%	-7%	10%	-18%	-12%	30%
28	COc1ccc(C#Cc2c(-c3ccccc3)n(C)c3ccccc23)cc1	x	x	x	-3%	x	1%	x	14%	-43%	12%	x
29	O=S(=O)(Nc1ncccn1)c1ccc(NC(=S)NCCc2ccccc2)cc1	-6%	0	-8%	3%	-4%	1%	-3%[10 µM]	-2%	1%	9%	-2%
30	CCCCC[n+]1ccn(C2=C([O-])c3ccccc3C(=O)/C2=N\S(=O)(=O)c2ccc(Cl)cc2)c1	-1%	13	-5%	-6%	0%	2%	4%	7%	-77%[inhibitor]	-10%	-25%
31	COc1ccccc1CN1CC(C(=O)NCc2cccc(C)n2)CCC1=O (centres undefined)	-1%	0	6%	2%	2%	-1%	-10%	8%	-14%	-6%	2%
32	CN(C)c1ccc(C2CC(=O)NC3=C2C(=O)CC(C)(C)C3)cc1 (centres undefined)	-9%	-2	5%	-2%	-1%	5%	4%	-9%	17%	2%	-2%
33	O=C(CNC(=O)c1ccc(Cl)cc1)NCC(F)(F)F	-5%	-1	2%	-2%	-4%	-8%	-6%	7%	-17%	-1%	-9%
34	Nc1nccnc1C(=O)OCC(=O)C12CC3CC(CC(C3)C1)C2	1%	3	-6%	-2%	6%	-5%	x	5%	-2%	0%	x
35	Cc1ccc(C(=O)Nc2ccc(C)c(S(=O)(=O)N(C)C)c2)s1	1µM*	u	1.9µM*	u	2.8µM*	2%	-4%	u	u	u	19%
36	CC(=O)N1CCN(C(=O)C2(NC(=O)Nc3ccccc3Cl)CCCCC2)CC1	-3%	-1	0%	2%	-5%	0%	2%	3%	-1%	11%	u
37	COc1ccc(CC(=O)Nc2cccc(S(=O)(=O)N3CCCC3)c2)cc1OC	-24%	u	-2%	-3%	-13%	7%	x	-16%	-43%	u	x
38	Cc1ccc(N2CC(C(=O)NCCC3=CCCCC3)CC2=O)cc1 (centres undefined)	-4%	-5	-1%	-5%	0%	-9%	x	3%	-3%	2%	x
39	S=C1NNC2(CC3CC2C2CCCC32)NN1 (centres undefined)	0%	5	u	-3%	-1%	-11%	0%	0%	17%	1%	u
40	CC(C)OP(=O)(OC(C)C)C1(NS(=O)(=O)c2ccc(Cl)cc2)C=C(Cl)C(=O)C(Cl)=C1	3%	3	1%	-7%	-3%	2%	3%	22%	-15%	-1%	37%
41	CCn1c(=O)cc(SCC(=O)NCCC2=CCCCC2)c2ccccc21	-1%	3	-7%	2%	3%	-1%	7%	-9%	-12%	16%	0%
42	Cc1ccc(S(=O)(=O)NCc2ccccc2)cc1C(=O)N1CCCC(C(F)(F)F)C1 (centres undefined)	-1%	12	-1%	-11%	-13%	-5%	x	-6%	-24%	0%	x
43	Cc1nonc1NC(=O)c1ccccc1Br	x	0	-11%	x	x	x	-14%	x	-3%	x	-3%
44	O=C(NNS(=O)(=O)c1ccc([N+](=O)[O-])cc1)c1ccc2ccccc2c1O	6%	-1	-17%	-4%	2%	5%	1%	6%	-21%	1%	-17%
